# IMP-1 inhibitor: blocks Pseudomonas aeruginosa IMP-1 metallo-beta-lactamase; purified IMP-1, nitrocefin hydrolysis, epi-absorbance fluorescence; inhibition, % at 5.6 µM; 0.45% of 290,000 active;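 active means inhibition above the mean plus 3 SD of all compounds in the same screening run, cut at about 4.5% in these data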;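 further: 0% = IMP-1 with DMSO and 100% = DMSO wells lacking enzyme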
#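 Test system: recombinant IMP-1 enzyme, purified / Medium: HEPES buffer pH 7.1 with ZnSO4 and Brij 35 / Doses: single dose, 5.6 µM / Times: 25 °C, 15 min preincubation, 25 min reaction / Detection: Epi-absorbance via hydrolysed-nitrocefin quenching of white-plate fluorescence, 480/530 nm, EDTA stop / Evaluation: percent inhibition from optical density relative to buffer-blank wells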
# FID counter: displaces DNA intercalator in HCV helicase counter-screen; DNA fluorescent intercalator displacement, fluorescence; inhibition, % at 7.9 µM; 0.17% of 290,000 active; in the data active means inhibition above about 37%;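 further: 0% = vehicle and 100% = reference compound; higher means more ethidium bromide displaced from hairpin DNA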
# V1R ag counter: activates human V1a receptor in oxytocin agonist counter-screen; CHO-V1R cells, Fluo-8 calcium fluorescence, agonist mode; 0% DMSO, 100% 3 nM vasopressin; 0.25% of 320,000 active; P37288; activation, % at 3 µM;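 active means activation above the mean activation of all tested compounds plus 3 SD, per screening run, cut at about 20% in these data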;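 further: signal is peak over basal fluorescence ratio across a 100 second FLIPR read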
# VIM-2 inh: inhibitors of Pseudomonas aeruginosa VIM-2 metallo-beta-lactamase | 0.89% of 290,000 active | inhibition, % at 5.6 µM | purified VIM-2, nitrocefin hydrolysis, epi-absorbance fluorescence;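 active means inhibition above the mean of all tested compounds plus 3 SD, cutoff set per screening run, cut at about 7.5% in these data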;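 further: red hydrolysis product quenches plate fluorescence so inhibitors raise well fluorescence; 0% = enzyme with DMSO and 100% = DMSO without enzyme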
# GPR7 antagonist: human neuropeptides B/W receptor 1 antagonism; GPR7-expressing cells, fluorescence antagonist assay; inhibition, % at 4.4 µM; 1.1% of 290,000 active; in the data active means inhibition above about 16%, passing the limit was not always enough;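 further: cells stimulated with the agonist NPW; 0% = agonist with vehicle and 100% = vehicle without agonist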
# Target sequence (P48145 whole entry, looked up): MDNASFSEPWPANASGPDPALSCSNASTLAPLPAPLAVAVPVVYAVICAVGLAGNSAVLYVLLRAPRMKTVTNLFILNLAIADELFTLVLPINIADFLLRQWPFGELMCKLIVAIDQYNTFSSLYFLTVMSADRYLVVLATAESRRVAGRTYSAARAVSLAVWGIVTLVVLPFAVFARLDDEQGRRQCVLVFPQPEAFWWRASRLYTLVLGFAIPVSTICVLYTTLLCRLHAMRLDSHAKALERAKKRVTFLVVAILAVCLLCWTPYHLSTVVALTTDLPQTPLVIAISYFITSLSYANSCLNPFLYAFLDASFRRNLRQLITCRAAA
# GalR3 antag: human GalR3 antagonism; O60755; HEK293 GalR3-CNG cAMP membrane potential fluorescence; galR3 body fused to GalR1 C-terminus; inhibition, % at 3 µM; 0.44% of 360,000 active;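 active means inhibition above the screen-wide average plus 3 SD, cut at about 13% in these data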;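 further: forskolin and galanin both at EC90 stimulate the cells; cAMP rise reported by CNG channel membrane potential dye signal; 0% = forskolin plus galanin with DMSO and 100% = forskolin alone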
# Target sequence (O60755 1-299 limits assumed): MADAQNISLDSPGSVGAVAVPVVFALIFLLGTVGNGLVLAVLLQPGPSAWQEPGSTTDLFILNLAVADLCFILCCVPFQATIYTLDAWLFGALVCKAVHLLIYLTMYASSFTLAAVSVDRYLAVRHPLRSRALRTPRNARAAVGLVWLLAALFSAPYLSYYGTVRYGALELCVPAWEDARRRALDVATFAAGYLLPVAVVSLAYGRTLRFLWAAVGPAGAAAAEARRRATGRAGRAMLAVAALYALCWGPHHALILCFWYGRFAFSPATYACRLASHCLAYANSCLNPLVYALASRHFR
# NS3 helicase inh: inhibitors of Hepatitis C virus NS3 helicase; NS3 helicase DNA unwinding, Cy5 molecular beacon fluorescence; inhibition, % at 10.9 µM; 0.56% of 290,000 active;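 active means inhibition above the mean of all tested compounds plus 3 SD, set per campaign, cut at about 35% in these data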;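 further: 0% = DMSO wells and 100% = thioflavine S control wells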
#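 Control set: DMSO versus 110 µM thioflavine S; Material: NS3 helicase fragment of HCV; Measured by: Cy5 fluorescence at 0 and 60 min, beacon hairpin quenching; Read-out basis: percent inhibition from t60/t0 fluorescence ratio; Times: reaction time 60 min, 25 °C; Repeats: single replicate; Compound dosing: single dose, 10.9 µM nominal final, DMSO 0.8% final.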
# OXTR agonist: human OXTR agonism; P30559; CHO-OTR cells, Fluo-8 calcium fluorescence; normalized: DMSO 0%, oxytocin 100%; activation, % at 3 µM; 0.32% of 320,000 active; AID 2435;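 active means activation above the mean of all tested compounds plus 3 SD, cutoff set per screening run, cut at about 20% in these data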;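 further: peak over basal fluorescence ratio from a 100 s FLIPR kinetic read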
# PHOSPHO1 block: inhibitors of human PHOSPHO1 phosphatase | Q8TCT1 | recombinant PHOSPHO1, absorbance phosphatase assay | inhibition, % at 13.3 µM | 1.1% of 290,000 active; in the data active means inhibition above about 60%
# Target sequence (Q8TCT1 whole entry, looked up): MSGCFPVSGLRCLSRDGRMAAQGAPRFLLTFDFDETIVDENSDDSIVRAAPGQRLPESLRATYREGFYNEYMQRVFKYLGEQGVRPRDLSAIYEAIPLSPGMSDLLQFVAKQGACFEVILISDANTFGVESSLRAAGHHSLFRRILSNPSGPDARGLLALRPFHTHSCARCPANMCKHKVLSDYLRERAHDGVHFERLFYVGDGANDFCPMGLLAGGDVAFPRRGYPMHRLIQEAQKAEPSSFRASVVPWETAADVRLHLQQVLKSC
# * marks the source's active call; other numbers are inactive results; . = no result given.
compound	IMP-1 inhibitor	FID counter	V1R ag counter	VIM-2 inh	GPR7 antagonist	GalR3 antag	NS3 helicase inh	OXTR agonist	PHOSPHO1 block
CCOC(=O)c1ccc(NC(=S)N2CCN(c3ccc(N4CCOCC4)nn3)CC2)cc1	-1.9	-4	-0.9	-0.8	0	-4	-3	-1.0	-14
CCOC(=O)C1=C(Nc2ccccc2)CC(C)(O)C(C(=O)OCC)C1c1ccccc1 (stereo unspecified)	-1.4	-17	0.2	-1.0	3	-4	13	-1.7	7
O=c1c(N=Nc2ccc(O)cc2)c(-c2ccccc2)[nH]n1-c1ccc([N+](=O)[O-])cc1	-2.7	0	-0.1	-0.9	0	2	17	-0.1	13
O=C(O)C1CCC(CN(Cc2cccc(Br)c2)C(=S)Nc2ccccc2F)CC1 (stereo unspecified)	-1.5	-36	2.6	-1.8	-22	-6	4	3.5	-25
O=C(/C=C/c1cccs1)c1cc(Br)ccc1OC(=O)N1CCOCC1	-4.0	-23	0.5	-2.6	-14	7	-8	-1.1	-11
CN(C)S(=O)(=O)N(CC(=O)NCCSCc1ccc(Cl)cc1)c1ccccc1	-2.5	-27	3.6	-1.2	-10	-4	-1	1.1	9
CCC(CC)C(=O)Nc1ccc(Sc2ccc([N+](=O)[O-])cc2)cc1	-3.9	8	5.4	-6.9	-12	-7	0	3.1	-10
O=C(COC(=O)/C=C/c1ccc([N+](=O)[O-])cc1)NCc1ccc2c(c1)OCO2	-0.7	2	0.5	-0.2	-5	-4	5	-0.2	36
CCOc1ccc(Nc2nc3cc(S(=O)(=O)CC)ccc3o2)cc1	-1.7	-15	-0.7	-0.7	-9	-1	4	-1.8	-8
CC(=O)N1CCc2cc(S(=O)(=O)CCC(=O)N3CCN(C(=O)c4ccco4)CC3)ccc21	-4.8	-6	0.6	0.1	-9	.	3	0.1	5
COc1ccc(C2NC(Cc3ccccc3)(C(=O)O)C3C(=O)N(c4ccccc4OC)C(=O)C23)cc1 (stereo unspecified)	-2.4	-42	0.7	-1.4	4	-3	2	1.2	-10
CN1CCN(C(=O)CCCN2C(=O)/C(=C/c3ccccc3)SC2=S)CC1	1.9	16	7.5	16*	-7	-8	-49	8.0	24
COc1cc2c(cc1OC)/C(=C/c1ccc(Cl)cc1)C(=O)OC2	-2.0	-13	-0.8	-1.5	-3	-1	-4	-2.2	-7
O=C(c1ccc(Br)cc1)N(Cc1ccco1)C1CCS(=O)(=O)C1 (stereo unspecified)	-2.3	-9	0.5	-6.6	-5	-8	5	0.1	-17
CC1Cc2ccccc2N1C(=S)NC(=O)c1cccc(Br)c1 (stereo unspecified)	-1.9	-5	-1.4	-0.1	-10	3	-2	-1.9	-5
COc1ccc(CNC(=O)CSc2nnc(-c3ccc(NC(C)=O)cc3)n2C)cc1	-0.8	-9	-0.3	-0.4	-6	-7	-7	-0.2	-41
COc1ccc(-c2noc(C(C)NS(=O)(=O)c3ccc(NC(C)=O)cc3)n2)cc1 (stereo unspecified)	-1.9	-8	1.8	-2.1	-5	-9	-6	3.4	18
c1coc(C2Nc3ccccc3C3OCCC23)c1 (stereo unspecified)	-1.5	-4	0.1	-4.5	-12	6	3	-0.1	20
COc1ccc(/C=C/C(=O)OCc2csc(-c3ccccc3)n2)cc1OC	-3.0	-26	3.2	-2.8	-12	-3	-12	2.2	-7
Cc1ccc(CNC(=O)c2cccc(S(C)(=O)=O)c2)cc1	-2.6	0	-0.1	1.0	-8	.	-7	-0.3	-6
Cc1ccc(C(C)NC(=O)c2cc(C)oc2C)cc1 (stereo unspecified)	-1.2	-5	-0.4	-3.1	-13	-7	0	-2.4	-7
CN1C(=S)SC(N2OC3C(=O)N(c4ccccc4)C(=O)C3C2c2ccc(Cl)cc2)C1(C)C (stereo unspecified)	-3.1	-7	1.3	0.6	-7	0	-3	-0.1	2
COc1ccc(-c2csc(NC(=O)C3CCCO3)n2)cc1 (stereo unspecified)	-4.6	-10	-0.5	-3.1	-4	-10	0	-0.1	17
COc1ccc2[nH]c(=O)c(CN(Cc3ccc(C)cc3)Cc3nnnn3CC3CCCO3)cc2c1 (stereo unspecified)	-4.5	-12	0.0	-3.0	-5	-1	0	-1.3	-48
O=C(CN1C(=O)/C(=C/c2ccccc2)Sc2ccccc21)NCCCN1CCOCC1	-3.7	18	1.2	2.3	-2	-8	-16	1.3	18
CC1(C)Cc2c(sc(/N=C/N3CCCCC3)c2C#N)C(C)(C)N1	-3.8	13	1.5	-6.0	-1	-2	8	0.8	18
CC(=C/c1ccccc1)/C=N/NC(=O)c1nnn(-c2nonc2N)c1CN1CCC(C)CC1	-0.3	-22	0.6	0.6	-16	-10	-26	0.4	32
COc1ccc(CNc2cc([N+](=O)[O-])ccc2OC)cc1	-2.4	8	-1.2	-0.1	-7	-9	7	-1.3	-18
O=C(OCC(=O)c1ccc(Cl)s1)c1ccc2ccccc2n1	1.2	-16	-0.9	-2.9	-8	-3	24	-0.8	-9
O=C(CS(=O)(=O)c1c[nH]c2ccccc12)N1CCCCCC1	-3.7	0	0.2	-4.6	-7	1	4	1.0	-1
COc1ccccc1CNC(=O)COC(=O)c1ccc(NC(N)=O)cc1	-1.6	-16	0.3	-3.2	-18	0	9	0.0	38
CN(CC(O)COc1c(F)cc(Br)cc1F)C1CCCCC1 (stereo unspecified)	-6.6	17	5.3	-3.7	8	-5	-8	3.4	-2
O=C(CCc1ccccc1)Nc1cc2c(cc1Cl)OCCO2	1.3	-12	0.5	-0.8	8	-8	20	-1.5	2
COc1ccc(NC2=NCCC(=O)N2Cc2cccs2)cc1	0.0	-2	0.5	-0.3	-19	0	-6	-0.1	9
Cc1cc(C)nc(SCC(CSc2nc(C)cc(C)n2)C(=O)O)n1	-2.5	-13	1.0	-2.5	-12	-3	29	-0.1	31
CCC(=O)C1CCCN(C(=O)c2ccc(OC3CCN(C(=O)CCOC)CC3)cc2)C1 (stereo unspecified)	-4.4	-44	-0.5	-1.2	-5	3	-3	0.2	56
CCOc1ccc(CN(C(=O)c2oc3ccccc3c2C)C2CCS(=O)(=O)C2)cc1 (stereo unspecified)	0.0	-29	1.0	-1.3	0	-4	-17	0.1	-5
Cc1ccc(C)c(N2CCN(c3ccc4cc(S(=O)(=O)N5CCCCC5)ccc4n3)CC2)c1	0.6	-12	0.4	1.6	9	2	12	-1.1	22
Cc1ccccc1C(=O)NNC(=O)Cc1cccc2ccccc12	1.9	-8	-0.2	0.3	-11	-4	-6	-0.6	52
O=C1CCCCN1CC(=O)N1CCCC(Nc2ccc(F)cc2)C1 (stereo unspecified)	-3.9	-10	-0.8	-2.0	-3	-10	5	-1.2	18

# Only VIM-2 inh and FID counter, for some of the entries so far:
canonical_smiles,VIM-2 inh,FID counter
COc1ccccc1CNC(=O)COC(=O)c1ccc(NC(N)=O)cc1,-3.2,-16
COc1ccc2[nH]c(=O)c(CN(Cc3ccc(C)cc3)Cc3nnnn3CC3CCCO3)cc2c1 (stereo unspecified),-3.0,-12

# More results follow:
compound	IMP-1 inhibitor	FID counter	V1R ag counter	VIM-2 inh	GPR7 antagonist	GalR3 antag	NS3 helicase inh	OXTR agonist	PHOSPHO1 block
O=C(NCCc1ccccc1)c1ccc2[nH]c(=O)c(=O)[nH]c2c1	-2.8	-1	0.3	-2.5	1	3	4	-1.4	28
CC(=O)Nc1ccc(S(=O)(=O)N(C)c2ccc(O)cc2)cc1	-3.4	-2	2.0	-2.0	-4	-4	10	2.4	25
Cn1nc(-c2ccc(N3CCOCC3)c(NS(=O)(=O)c3ccccc3)c2)c2ccccc2c1=O	-4.1	-9	-0.1	-2.7	-6	-4	5	0.2	2
COC(=O)CSc1nc2cc(Cl)ccc2c(=O)n1C1CCCC1	-2.5	-1	-1.4	-2.3	0	-6	-4	-2.5	-36
CCOC(=O)C(CC)/C(C)=N/NC(=O)c1ccc([N+](=O)[O-])cc1 (stereo unspecified)	-2.0	1	0.0	-1.6	-6	0	5	-1.1	27
C/C(=N\NC(=O)c1nn(C)cc1Br)c1cccc(NC(=O)C(C)(C)C)c1	-1.6	-5	0.2	0.9	10	-4	2	-0.6	-46
CC(=O)OCC[C@H](NS(=O)(=O)OCC(Cl)(Cl)Cl)c1ccccc1	-4.3	-16	-0.6	-1.6	-7	-4	0	1.0	-24
COc1ccc(CN2C(=O)c3cccnc3C2=O)cc1S(=O)(=O)NC1CCCCC1C (stereo unspecified)	-2.0	-31	2.8	-0.2	0	-8	1	-0.2	18
CCCNC(=O)c1c(Cl)cnn1-c1ccc(C)cc1	-1.4	-12	-1.4	0.0	-2	-1	-12	-2.0	11
CCOC(=O)c1sc(/N=C/C2=C(O)CC(C)(C)CC2=O)c(C(=O)OCC)c1C	-2.6	-5	-0.4	-1.3	9	-5	-11	-2.9	-4
COCCNc1nc(N)c([N+](=O)[O-])c(NC2CCCCC2)n1	-2.6	-18	-0.1	-1.0	-36	-4	-7	6.0	24
O=C(NCCCN1CCOCC1)c1ccc(Cl)c(S(=O)(=O)N2CCCCCC2)c1	-4.3	6	1.4	-2.7	-5	-8	-4	1.9	14
Cc1ccc2oc(=O)c3cnn(CC(=O)NCCC(C)C)c3c2c1	-2.0	10	1.0	1.2	-4	.	-1	-1.2	3
CC(=O)Nc1ccc(NC(=O)C(C)NC(C)c2cccc3ccccc23)cc1 (stereo unspecified)	-3.8	1	1.2	-1.2	-5	-10	-6	2.8	24
Cc1ccc(OCC(=O)N(Cc2ccc(N(C)C)cc2)C2CCS(=O)(=O)C2)cc1C (stereo unspecified)	0.1	-37	0.4	-1.0	-8	-6	-13	-0.2	16
Cn1c(=O)c2c(nc(Oc3ccc4c(c3)OCO4)n2Cc2ccc(Cl)cc2)n(C)c1=O	-6.4	-1	1.9	-2.0	-17	-3	-33	0.5	-7
C=CCN1C(=O)/C(=C\c2ccc(Cl)cc2)N=C1SCC(=O)NC1CCCCC1	-1.4	-3	-0.7	1.2	1	.	-2	0.3	-14
CCS(=O)(=O)Nc1ccc(-c2cc(-c3ccccc3)c3cc(C)ccc3n2)cc1	-2.5	-18	1.4	-1.3	-20	0	1	2.4	-9
CC1(C)Cc2c(cnn2-c2ccc(F)cc2)C(NC(=O)c2ccco2)C1 (stereo unspecified)	-3.1	-33	-1.0	-3.0	-10	0	4	0.5	-4
CC(C)n1c(-c2ccc(C(C)(C)C)cc2)n[nH]c1=S	0.4	-26	3.8	-4.4	-9	-5	9	4.6	99*
Cc1ccc(C(=O)C2CCN(CC(=O)NCc3ccc(F)cc3)CC2)cc1	-0.2	-1	1.9	-2.7	-2	-10	9	-0.5	31
Cc1ccc(C(=O)Nc2scc(-c3ccccc3)c2C(=O)O)o1	-3.6	-24	0.1	-2.3	-8	1	19	-0.8	-22
CC(=O)Nc1nonc1NC(=O)c1ccc(C(C)(C)C)cc1	-2.6	-9	0.2	-1.1	-10	-2	-4	1.7	-3

# Bioassay records (PubChem)
